# Screens as filed in PubChem BioAssay.
# LMP1 NFkB inh – reduces LMP1-driven NF-kappaB luciferase signal. LMP1-induced NF-kappaB luciferase reporter cells, luminescence. inhibition, % at 12.5 µM. hit rate 0.69% among 350,000; in the data active = inhibition above about 41%;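 note: 0% = neutral control wells and 100% = reference inhibitor control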
# TWEAK-Fn14 inh – blocks TWEAK-Fn14 interaction in a reporter cell assay | AID 1159606 | TWEAK-stimulated Fn14 reporter cells, luciferase luminescence, 8 h | hit rate 2% among 360,000 | inhibition, % at 10 µM; in the data active = inhibition above about 50%
# KKLEB cytotox – CF airway cell cytotoxicity counter-screen. KKLEB CF airway cells viability, ATPlite luminescence, overnight; hits give low values; cells stimulated with P. aeruginosa culture filtrate. activity change (cytotoxicity), % at 5 µM. hit rate 0.36% among 360,000;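 active = corrected activity change at or below -50% at 5 µM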
# NR2F2 inh – inhibitors of human COUP-TFII (NR2F2) | P24468 | HEK293T NGFI-A luciferase reporter, luminescence | inhibition, % at 8.6 µM | hit rate 0.7% among 370,000;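 active = inhibition above a per-plate cutoff, mean inhibition of test wells between control levels plus 3 SD, cut at about 38% in these data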;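 note: cells cotransfected with COUP-TFII expression vector driving the NGFI-A reporter; 0% = median of COUP-TF2 test wells and 100% = reporter-only cells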
# SRC1 inh – human NCOA1 inhibition. inhibition, % at 3.6 µM. hit rate 0.12% among 360,000. Q15788. HEK293 GAL4-SRC1 luciferase reporter, luminescence;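 active = inhibition above the campaign mean plus 3 SD, with each screening campaign given its own cutoff, cut at about 60% in these data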;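 note: 0% = DMSO treated cells and 100% = gossypol at 36 µM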
# Target sequence (Q15788 whole entry, looked up, the tested form may be a part): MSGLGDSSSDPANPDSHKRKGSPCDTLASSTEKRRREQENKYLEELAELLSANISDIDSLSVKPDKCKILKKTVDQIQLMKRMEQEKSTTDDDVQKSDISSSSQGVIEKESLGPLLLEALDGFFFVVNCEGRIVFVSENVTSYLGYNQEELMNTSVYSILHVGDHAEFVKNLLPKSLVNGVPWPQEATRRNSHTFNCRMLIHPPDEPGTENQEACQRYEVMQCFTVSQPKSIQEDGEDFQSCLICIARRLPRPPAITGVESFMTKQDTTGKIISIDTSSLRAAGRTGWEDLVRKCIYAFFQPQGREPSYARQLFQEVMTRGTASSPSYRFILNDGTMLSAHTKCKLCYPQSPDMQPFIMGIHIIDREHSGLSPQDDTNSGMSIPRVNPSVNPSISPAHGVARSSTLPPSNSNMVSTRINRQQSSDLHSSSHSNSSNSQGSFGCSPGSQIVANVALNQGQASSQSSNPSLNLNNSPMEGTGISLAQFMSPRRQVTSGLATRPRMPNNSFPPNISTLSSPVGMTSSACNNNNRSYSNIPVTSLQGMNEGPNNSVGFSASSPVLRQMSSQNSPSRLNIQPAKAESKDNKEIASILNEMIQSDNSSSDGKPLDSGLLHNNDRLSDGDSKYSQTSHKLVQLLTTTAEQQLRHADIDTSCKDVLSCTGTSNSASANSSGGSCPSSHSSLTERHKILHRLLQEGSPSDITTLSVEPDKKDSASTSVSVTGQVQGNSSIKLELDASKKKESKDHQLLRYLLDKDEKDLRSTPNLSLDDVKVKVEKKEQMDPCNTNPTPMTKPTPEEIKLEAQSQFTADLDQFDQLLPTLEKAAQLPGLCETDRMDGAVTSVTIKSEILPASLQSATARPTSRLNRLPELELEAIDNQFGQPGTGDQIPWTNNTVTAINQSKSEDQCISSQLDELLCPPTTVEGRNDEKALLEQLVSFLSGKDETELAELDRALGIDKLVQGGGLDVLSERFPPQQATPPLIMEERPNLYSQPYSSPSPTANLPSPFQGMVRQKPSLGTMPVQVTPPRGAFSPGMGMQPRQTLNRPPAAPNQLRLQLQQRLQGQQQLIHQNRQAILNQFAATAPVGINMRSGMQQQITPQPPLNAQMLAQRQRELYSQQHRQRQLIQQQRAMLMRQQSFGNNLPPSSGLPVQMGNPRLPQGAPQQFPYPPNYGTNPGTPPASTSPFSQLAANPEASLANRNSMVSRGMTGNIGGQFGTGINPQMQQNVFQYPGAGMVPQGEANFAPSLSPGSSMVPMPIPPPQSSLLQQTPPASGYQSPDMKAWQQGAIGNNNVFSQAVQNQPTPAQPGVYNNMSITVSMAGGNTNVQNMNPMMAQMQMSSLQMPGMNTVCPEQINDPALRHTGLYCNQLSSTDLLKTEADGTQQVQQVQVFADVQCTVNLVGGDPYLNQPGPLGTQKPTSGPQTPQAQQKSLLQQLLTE
# SRC2 inh – human SRC2 (NCOA2) inhibition; hit rate 0.17% among 370,000; inhibition, % at 9 µM; Q15596; HEK293 GAL4-SRC2 luciferase reporter, luminescence;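 active = inhibition above the mean inhibition of all tested compounds plus 3 SD, set per campaign, cut at about 52% in these data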;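 note: 0% = DMSO treated cells and 100% = cells given Gossypol at 36 µM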
# LRH-1 inv ag – suppresses constitutive activity of human LRH-1; inhibition, % at 3.6 µM; hit rate 0.13% among 360,000; HEK293T StAR-luciferase reporter, LRH-1 transfected, 24 h; AID 602396; O00482;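 active = inhibition above the mean inhibition of all tested compounds plus 3 SD, cut at about 73% in these data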;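 note: 0% = DMSO wells and 100% = reporter-only cells lacking LRH-1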
# CF NFkB block – cystic fibrosis NF-kB activation inhibition; KKLEB NF-kB-GFP reporter, PAF-induced, GFP fluorescence overnight; inhibition, % at 5 µM; hit rate 0.86% among 360,000; AID 588850;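 active = at least 50% inhibition at 5 µM, scaled per plate between neutral and stimulator controls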;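 note: PAF is a Pseudomonas aeruginosa culture filtrate used as stimulus; plate controls were PAF-stimulated DMSO wells for no effect and unstimulated DMSO wells for full effect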
# TROY signal inh – blocks TROY-dependent signaling in reporter cells; AID 1347056; inhibition, % at 10 µM; Q293 LMP1-TROYcd NF-kB luciferase reporter, 4 h; hit rate 0.98% among 360,000;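 active = compounds whose plate-normalised and pattern-corrected inhibition of the luciferase reporter signal at the single screening dose is 50% or more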
# TRAIL sens C8 – sensitizes caspase-8 expressing cells to TRAIL. NB7+C8 cells + TRAIL, ATPlite viability luminescence. inhibition (viability loss, TRAIL sensitization), % at 10 µM. hit rate 1% among 360,000;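 active = compounds causing at least 50% loss of cell viability in the single-dose screen, relative to plate controls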
# SRC3 inh – inhibits human SRC3 coactivator; Q9Y6Q9; HEK293 GAL4-SRC3 luciferase reporter, luminescence; inhibition, % at 3.6 µM; hit rate 0.17% among 360,000; AID 588352;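 active = inhibition above a per-campaign cutoff, the mean of all compounds plus 3 SD, cut at about 60% in these data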;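 note: 0% = DMSO-treated cells and 100% = gossypol-treated cells at 36 µM; higher means less SRC3-driven luciferase light from the GAL4 reporter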
# Starred values were filed as active, the others as inactive; . = not tested or not shown.
smiles	LMP1 NFkB inh	TWEAK-Fn14 inh	KKLEB cytotox	NR2F2 inh	SRC1 inh	SRC2 inh	LRH-1 inv ag	CF NFkB block	TROY signal inh	TRAIL sens C8	SRC3 inh
CC1CN(C(=O)CCC(=O)NC2CCN(Cc3ccccc3)CC2)c2ccccc2O1 (stereo not drawn)	0	22	3	-2	6	1	-31	3	9	-4	8
CC/C(C)=N/Nc1nc2sc3c(c2c(=O)[nH]1)CC(C)(C)OC3	-14	-6	2	-12	-39	-38	5	-19	25	2	-4
CN1C(=O)c2ccccc2C(O)c2ccccc21 (stereo not drawn)	1	-18	10	2	-30	-20	-25	8	0	6	-24
CCN(CC)c1c([N+](=O)[O-])c(=O)sc2ccccc12	-5	-8	-13	0	3	-1	-10	1	-4	-5	-5
CCOC(=O)c1sc(NC(=O)CSc2nnc(Cc3ccccc3)o2)c(C#N)c1C	3	-10	-15	.	-25	.	-12	6	23	2	9
COc1cc(OC)cc(-c2oc(=O)c3cc(OC)c(OC)cc3c2C#CCCO)c1	1	-45	7	-17	-10	-19	14	-34	-8	-16	-18
CC(/C=C/C1(O)C(C)CC(O)CC1(C)C)OC1OC(CO)C(O)C(O)C1O (stereo not drawn)	-14	-3	10	-32	3	0	-17	-9	-13	-16	8
COc1ccc2[nH]cc(CC(=O)O)c2c1	0	4	9	4	-4	-30	2	-8	-7	-1	-7
CCOc1ccc(OCC)c(NC(=O)CCS(=O)(=O)c2ccc(C)cc2)c1	0	11	6	-7	-1	-6	-5	3	6	10	6
CC1CCCN(c2cc3c(cc2[N+](=O)[O-])C(=O)N(c2ccccc2)C3=O)C1 (stereo not drawn)	-10	12	0	12	5	-1	8	13	13	-3	10
CCOC(=O)NC(=O)COC(=O)c1cccc2ccccc12	-4	-7	2	-23	6	-16	9	-3	-25	-20	19
Cc1ccc(CCN2C(=O)CCC2(C)C(=O)NC2CCCC2)cc1 (stereo not drawn)	-17	-5	-19	14	-4	4	19	22	0	4	3
Cc1ccccc1N(C(=O)c1ccccn1)C(C(=O)NCc1ccccc1)c1cccnc1 (stereo not drawn)	-7	4	7	13	8	-1	-11	-4	15	3	11
O=C(CSc1nnc(NC(=O)c2ccco2)s1)Nc1ccccc1Br	-2	6	6	9	12	-27	-11	8	-2	2	6
O=C(CSc1nnc2c(n1)[nH]c1ccccc12)NC1CCCCC1	5	6	2	11	-5	17	-10	-2	17	4	11
COc1ccc(C2CC(=O)Oc3cc(C)c(Cl)cc32)cc1 (stereo not drawn)	4	14	13	-2	4	8	-3	-4	7	-9	2
Cc1ccc(C(=O)N2CC=C(c3ccccc3)CC2)o1	-2	22	0	-22	-15	-16	-13	10	-4	2	12
O=C(NC(N1CCOCC1)C(Cl)(Cl)Cl)c1ccc(Br)cc1 (stereo not drawn)	5	18	20	8	10	11	13	-10	17	-4	14
Cc1ccc(CNS(=O)(=O)c2ccc3c(c2)NC(=O)C(C)S3)cc1 (stereo not drawn)	10	-6	14	12	2	11	1	14	16	33	-9
O=C(CSc1cccc[n+]1[O-])Nc1ccccc1C(F)(F)F	-6	-2	-20	-7	-4	-20	-2	33	10	0	-4
C/C(=N/NC(=O)c1ccncc1)c1ccccc1	-8	-10	11	-9	-16	-23	18	-9	-9	-5	-6
CCOC(=O)c1c(C)nn(-c2ccc(NC(=O)c3c(C)noc3C)cc2)c1C	4	20	-5	5	20	54*	3	20	13	27	22
O=C(CN1C2CCCC1CC(NC(=O)c1ccccc1)C2)Nc1ccccc1C(F)(F)F (stereo not drawn)	3	39	-9	6	1	-18	8	-5	51*	6	-5
CC(C)(C)[C@H]1C=C(C(=O)NCc2nc3ccccc3[nH]2)O[C@@H](OCCCCO)C1	25	8	1	14	11	-24	2	-11	0	-6	7
O=C(OCc1ccccc1)N1CCC2CC1c1cc(N3CCCCC3)ccc12 (stereo not drawn)	-16	6	-14	-8	-10	-38	-13	18	-48	-8	-8
Cc1ccc(F)cc1C(=O)N1CCCC(c2cc(C(=O)NCc3ccccc3)no2)C1 (stereo not drawn)	.	-29	5	12	0	-31	5	-21	2	4	-2
CCOc1ccccc1C(=O)NC(C(=O)Nc1ccccc1N1CCOCC1)C(C)C (stereo not drawn)	-4	0	6	0	3	2	13	4	15	4	4
O=C(c1ccc(F)cc1)N1CCC(C(=O)N2CCN(Cc3ccc4c(c3)OCO4)CC2)CC1	2	3	10	-4	4	9	22	-24	-6	-8	3
Cc1cccc(Nc2nc(N)c([N+](=O)[O-])c(N3CC(C)CC(C)C3)n2)c1 (stereo not drawn)	1	29	-4	10	9	10	13	12	-9	23	34
CCCCN(c1ccccc1)S(=O)(=O)c1cccc2cccnc12	-3	10	-1	-10	6	17	10	-14	5	4	-1
O=C(Nc1cccnc1)c1ccc(-c2ccc(Cl)cc2)o1	-12	4	10	13	-14	-6	-14	-1	-18	-1	-15
O=C(Cc1ccccc1)Nc1nnc(-c2cccs2)s1	-27	-15	-2	-15	-65	-14	-28	-1	-52	-9	-8
O=C(Nc1ccc2c(c1)Cc1ccccc1-2)c1cccnc1	-19	-20	1	-27	-65	-27	-84	-22	-5	5	-38
O=C(NC1CC1)c1ccc(CSCc2ccccc2Cl)o1	8	40	8	21	-34	0	3	0	-1	8	-8
COc1ccccc1N1CCN(C(=O)c2cc3c(=O)n4ccccc4nc3s2)CC1	-1	-16	6	-2	4	-20	-4	-7	-2	7	-4
COC(=O)c1cc(NC(=O)c2cc(C(C)(C)C)nn2Cc2ccc(F)cc2)ccc1N1CCOCC1	4	-1	0	14	7	-42	-1	2	-5	8	15
COc1ccccc1-c1cc(C(=O)NCc2ccccc2)no1	2	3	13	3	12	-26	-30	-4	-11	-7	-16
Cc1cc(C)nc(NNC2=CC(=O)CC(C)(C)C2)n1	10	0	-1	2	-1	-2	23	18	2	-3	1
COC(=O)c1ccc(N=CC2=C(O)CC(c3ccccc3)CC2=O)cc1 (stereo not drawn)	.	3	0	10	-24	0	3	15	20	11	7
CCCCC(=O)c1ccc(O)cc1	-18	-8	2	3	-12	-8	-35	18	-13	-1	4
COc1ccccc1NC(=S)N(CCc1c(C)[nH]c2ccccc12)Cc1cccs1	1	-2	-9	0	6	18	29	20	17	0	-10
CN(C)CCCN(C(=O)c1ccc(S(=O)(=O)N(C)Cc2ccccc2)cc1)c1nc2cc3c(cc2s1)OCO3	-4	-8	-29	-2	-7	-24	6	17	19	21	9
COc1ccccc1N1CCN(C(=O)CN(Cc2ccc(Cl)cc2)S(C)(=O)=O)CC1	1	1	-1	-7	15	-20	8	5	6	9	0
O=C(COc1ccccc1N1C(=O)c2ccccc2C1=O)c1ccc(Cl)cc1	-14	10	-1	-12	-9	-2	8	2	-5	12	-16
CCCNC(=O)c1cc(C2CCCN(S(=O)(=O)c3cccc4cccnc34)C2)on1 (stereo not drawn)	.	1	10	-8	-15	25	5	-17	3	-18	5
O=C(CCc1ccccc1)NC(=S)Nc1ccc2c(c1)C(=O)OC2	-13	18	18	3	-16	0	18	-2	6	-8	4
Cn1c(=O)c2sccc2n2c(CCCC(=O)N3CCCCC3)nnc12	-4	-21	-1	-14	-14	-4	3	-9	-7	2	7
Cn1nnnc1P(=O)(c1ccccc1)c1ccccc1	-13	1	6	-1	2	-21	-21	-1	-4	-10	1
OC(CSc1c(Cl)cccc1Cl)CN1CCN(c2ccc(F)cc2)CC1 (stereo not drawn)	-1	-16	-15	7	-15	-16	-28	12	10	1	-7
O=C(NNC(=O)c1ccco1)c1ccco1	4	7	-6	3	7	-2	12	16	-2	-3	-13
Cc1[nH]c(C)c(S(=O)(=O)N(Cc2ccccc2)C(C)C)c1C(=O)N1CCCC1	4	10	6	13	-18	2	2	-14	13	4	3
COc1ccc(/C(C)=N/NC(=O)C2C3CCCCC32)c(OC)c1 (stereo not drawn)	4	2	8	-1	-4	-23	-20	-9	-29	-3	-1
CSCC[C@H](NC(=O)OC(C)(C)C)C(=O)N/N=C/c1c(C)[nH]c(=O)[nH]c1=O	3	-7	-2	2	-25	-8	4	10	13	-21	0
COc1ccc(C(=O)COC(=O)c2ccc([N+](=O)[O-])s2)cc1OC	2	2	-5	1	9	12	-5	8	-8	11	-5
O=C(Nc1cccnc1)Nc1cccc([N+](=O)[O-])c1	1	31	-13	-5	-11	13	6	14	6	-4	4
Cc1cn(-c2cc(NC(=O)c3ccc(C)c(NC(=O)c4cccc(-c5cn[nH]c(=O)c5)c4)c3)cc(C(F)(F)F)c2)cn1	0	-48	7	.	-6	.	33	40	6	9	6
CCOC(=O)c1cc(NC(=O)c2ccc(Cl)cc2)c(=O)oc1-c1ccccc1	8	-1	10	-3	-7	-7	2	11	-1	-4	-1
O=S(=O)(c1ccc(Br)c2ccccc12)N1CCOCC1	5	2	-7	-5	-13	17	21	6	13	-12	7
COc1cccc(CN2CCN(Cc3ccc(O)c(OC)c3)CC2CCO)c1 (stereo not drawn)	4	-15	14	-12	18	16	-3	-3	-20	5	21
Cc1ccc2c(Cl)cc(Cl)c(OCC(=O)NC3CCS(=O)(=O)C3)c2n1 (stereo not drawn)	4	-6	18	-14	12	-87	11	-15	1	-3	11

# Following part
smiles	LMP1 NFkB inh	TWEAK-Fn14 inh	KKLEB cytotox	NR2F2 inh	SRC1 inh	SRC2 inh	LRH-1 inv ag	CF NFkB block	TROY signal inh	TRAIL sens C8	SRC3 inh
CCCNC(=O)CNC(=O)c1ccc(C#N)cc1	-12	0	-1	5	3	15	-8	-2	14	1	-4
C=CCN1CCc2nc(N)sc2CC1	2	13	-15	3	-5	11	-11	15	-12	-3	10
Brc1ccc(-c2nnc(-c3ccccc3)c(N3CCSCC3)n2)cc1	-2	-10	-17	-20	-39	-37	-100	12	-39	9	-38
COc1cccc(C(C(=O)NCc2ccco2)N(Cc2ccco2)C(=O)Cn2nnc3ccccc32)c1 (stereo not drawn)	0	37	-2	11	10	6	16	0	-1	10	15
CCOc1ccc(C(=O)Nc2c3c(nn2-c2ccccc2)CS(=O)(=O)C3)cc1	-3	2	10	-3	-9	14	12	1	-3	-10	16
CC(C)(C)OC(=O)NCc1ccc(CNC(=O)c2[nH]cnc2C(=O)NC2CCN(C(=O)OC(C)(C)C)CC2)cc1	5	57*	-2	.	10	.	20	8	48	29	33
Cc1cccnc1NC(=O)c1ccc(OCc2c(C)noc2C)cc1	-8	10	15	-34	-28	-10	-19	-13	-7	5	-7
CCCOc1ccc2oc(=O)c3c(c2c1)CCCN3C(=O)CN1CCCC(C(=O)OCC)C1 (stereo not drawn)	1	-1	-1	1	-2	8	32	-1	2	-5	15

# A draw from above in order of count of non-hydrogen atoms, lowest first.
smiles	LMP1 NFkB inh	TWEAK-Fn14 inh	KKLEB cytotox	NR2F2 inh	SRC1 inh	SRC2 inh	LRH-1 inv ag	CF NFkB block	TROY signal inh	TRAIL sens C8	SRC3 inh
CCCNC(=O)CNC(=O)c1ccc(C#N)cc1	-12	0	-1	5	3	15	-8	-2	14	1	-4
Cc1cccnc1NC(=O)c1ccc(OCc2c(C)noc2C)cc1	-8	10	15	-34	-28	-10	-19	-13	-7	5	-7
CCOc1ccc(C(=O)Nc2c3c(nn2-c2ccccc2)CS(=O)(=O)C3)cc1	-3	2	10	-3	-9	14	12	1	-3	-10	16

# This is a random part of the collection; any-hit rate near 4.2%.
